FEN1 inh – qHTS Assay for the Inhibitors of Human Flap endonuclease 1 (FEN1); P39748; Recombinant FEN1 flap cleavage, fluorescence, 15 min; Potency, µM (titrated, usually from 114 µM), inactives show at the highest dose activity change, negative = inhibition, hits mostly inhibitors; actives 0.35% (n = 390,000); note: nearly all actives have a fitted effect of over 65% in size
Target sequence (P39748 whole entry, looked up): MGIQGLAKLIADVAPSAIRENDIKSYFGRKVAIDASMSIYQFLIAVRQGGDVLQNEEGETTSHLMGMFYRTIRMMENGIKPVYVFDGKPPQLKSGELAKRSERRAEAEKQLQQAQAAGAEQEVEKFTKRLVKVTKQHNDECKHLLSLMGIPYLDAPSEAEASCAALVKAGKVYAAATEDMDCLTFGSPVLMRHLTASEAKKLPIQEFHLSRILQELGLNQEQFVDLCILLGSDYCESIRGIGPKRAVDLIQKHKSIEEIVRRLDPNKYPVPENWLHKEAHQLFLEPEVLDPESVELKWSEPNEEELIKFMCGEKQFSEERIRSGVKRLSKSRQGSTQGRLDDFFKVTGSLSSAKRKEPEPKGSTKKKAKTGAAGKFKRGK
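Quantitative HTS format: each compound was titrated, incubated with 10 nM nuclease for 15 min at room temperature, then challenged with flap substrate at 50 nM final. Signal change over 15 min gave concentration–effect curves.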
N370S GC – qHTS Assay for Inhibitors and Activators of N370S glucocerebrosidase as a Potential Chaperone Treatment of Gaucher Disease. N370S GC spleen homogenate, 4MU-glucoside fluorescence. actives 0.092% (n = 330,000). Lysosomal acid glucosylceramidase (Homo sapiens), P04062. Potency, µM (titrated, usually from 59.4 µM), inactives show at the top dose activity change, negative = inhibition, hits mostly inhibitors;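 note: 0% = full enzyme activity and -100% = no enzyme basal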
KAT2A inh – qHTS Assay for Inhibitors of GCN5L2; Histone acetyltransferase KAT2A (Homo sapiens), Q92830; GCN5L2 HAT assay, ThioGlo1 CoA-SH fluorescence; Potency, µM (highest dose often 58.9 µM), for inactives: top-dose activity change, negative = inhibition, hits mostly inhibitors; actives 0.21% (n = 390,000)
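ThioGlo1-coupled HAT assay: 20nM GCN5L2, 70uM acetyl-CoA, 75uM H3(1-25) peptide, pH 7.5. Fluorescence read at 340/540nm at start and after 20 min at room temperature.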
* = called active by the depositor; ? = inconclusive; nt = no result given; & = joins results of further samples; [ ] = dose if it differs, or a comment. Calls come from the whole dose curve; as a rule, active = well fitted curve in the direction sought with a large enough effect; inconclusive = small, poorly fitted or top-dose-only effect, or another doubt; inactive = no such curve, though single readings can be large; an effect the other way counts as inactive or inconclusive. Unless noted, % is set by controls: 0 for no effect and ±100 for the full control effect; potency is the fitted concentration of half-maximal effect. These rows are one share of the data (hit frequency here may not be typical).

Molecule | FEN1 inh | N370S GC | KAT2A inh
CC(C(=O)NC1CCCC1)N1CCN(Cc2ccccc2)CC1 (stereo not drawn) | -2% | -2% | -15%
Cc1c(NC(=O)C(C)OC(=O)c2cccc([N+](=O)[O-])c2)c(=O)n(-c2ccccc2)n1C (stereo not drawn) | 6% | -15% | 1%
O=C(CCC(=O)Nc1ccc(F)cc1)N/N=C/c1ccccc1O | 12% | 5% | -4%
CCOc1cc2[nH]c(=S)n(CC3CCCO3)c(=O)c2cc1OCC (stereo not drawn) | 1% | 10% | -4%
CCOC(=O)CNC(=O)N1CCN(S(=O)(=O)c2ccc3c(ccn3C)c2)CC1 | 8% | nt | -5%
O=[N+]([O-])c1cc(Cl)ccc1N1CCN(c2cccc(C(F)(F)F)c2)CC1 | -13% | 3% | -11%
CN(c1ccccc1)c1nc(N2CCCC2)nc(-n2ccnc2)n1 | -6% | 4% | -8%
CCC(=O)c1ccc(OCC(=O)OCC(=O)N2CCN(c3ccc(OC)cc3)CC2)cc1 | -2% | -7% | -3%
COc1ccc(NC(=O)CCOc2ccccc2C)cc1S(=O)(=O)N1CCCCC1 | -5% | -7% | -7%
COC(=O)c1c(NC(=O)CSc2nnnn2-c2ccccc2)sc2c1CCC(C(C)(C)C)C2 (stereo not drawn) | 5% | 21% | -8%
c1ccc(CNC2=NCCC2)nc1 | -6% | -1% | -8%
CNC(=O)C1CCN(Cc2cc3ccccc3n2Cc2ccccc2C)CC1 | -16% | nt | -4%
Cc1cc(C(=O)OCC(=O)N2C(C)CCCC2C)c2ccccc2n1 (stereo not drawn) | 0% | nt | -2%
CN(C)S(=O)(=O)c1ccc(NC(=O)COc2ncnc3c2cnn3-c2ccccc2)cc1 | -9% | -14% | -18%
CN1C(=O)C2(SCC(=O)N2c2cccc(C(F)(F)F)c2)c2ccccc21 (stereo not drawn) | -2% | nt | -9%
Cc1ccc(NC(=O)CCCSc2ccccc2)cc1S(=O)(=O)N1CCOCC1 | -17% | 3% | -12%
CC(C)Cc1nnc(NC(=O)Cc2ccccc2[N+](=O)[O-])s1 | -4% | ? | -3%
CCCCn1c(SCC(=O)N2CCc3ccccc32)nnc1-c1ccncc1 | 13% | -10% | 4%
Cc1ccc2[nH]c(=O)c(CN(CCO)Cc3nnnn3CCc3ccccc3)cc2c1 | 0% | 6% | -4%
CN1CCCC(C(=O)C(C#N)c2ccccc2)C1 (stereo not drawn) | -1% | -18% | -9%
COc1cc(NC(=O)c2ccccc2)ccc1NC(=O)c1cc2ccccc2o1 | 5%&-10% | 0% | 1%&-8%
O=C(NCc1noc2ccccc12)Nc1ccc(F)cc1F | 2% | nt | -4%
Cc1ccc(S(=O)(=O)NNC(=O)Cc2cccn2C)cc1 | 17% | 5% | 0%
O=C(CCN1C(=O)c2ccc([N+](=O)[O-])cc2C1=O)Nc1nccs1 | 0% | 2% | -1%
O=C(Cn1nc(-c2ccccc2)c2c(c1=O)CCCC2)Nc1ccc(F)c(Cl)c1 | 4% | nt | -11%
COc1ccc(/C=N/NC(=O)Cn2cnc3c2c(=O)n(C)c(=O)n3C)c(OC)c1OC | 4% | -3% | -1%
COc1ccc(C(=O)N2CCN(CCCc3ccccc3)CC2)cc1OC | -2% | 1% | 7%
C=CCn1c(=O)[nH]c2cc(C(=O)N3CCN(c4cccc(Cl)c4)CC3)ccc2c1=O | -9% | -9% | -18%
CC(C)Oc1ccc(S(=O)(=O)N2CCCCC2)cc1NC(=O)CN1C(=O)NC(C)(C2CC2)C1=O (stereo not drawn) | -12% | nt | -3%
Cc1ccc(C2=NS(=O)(=O)N(C)C(C(=O)N3CCCCC3)=C2)cc1 | 19% | -13% | -1%
Cc1ccc2cc(CNC(C)C)c(=O)[nH]c2c1 | -3% | -3% | -2%
Cc1cc(OCC(=O)N(C(C)C)C(C)C)ccc1Cl | -3% | 0% | 0%
COc1ccc2nc(N3C(=O)C(O)=C(C(=O)c4ccco4)C3c3ccc(C)o3)sc2c1 (stereo not drawn) | -8% | 8% | -11%
O=C(NCc1cccnc1)C(C(=O)c1ccc(F)cc1)n1ccccc1=O (stereo not drawn) | 3% | -13% | -10%
CC(Oc1ccc(Cl)cc1Cl)c1nc(-c2ccc(NC(=O)c3cccnc3)cc2)no1 (stereo not drawn) | 5% | -5% | -6%
Cc1ccc2oc(-c3ccccc3)c(C(=O)O)c(=O)c2c1 | -18% | 12% | 1%
COc1cccc(CN(C)C(=O)CCN(c2ccccc2)S(=O)(=O)c2ccc(C)cc2)c1OC | -11% | -3% | -1%
CCC(=O)Nc1cccc(NC(=O)CN2CCN(c3ccccc3OC)CC2)c1 | 0% | -22% | -16%
COc1ccc2cc(-c3nnc(Nc4ccccc4)s3)c(=O)oc2c1 | 14% | nt | 7%
O=C(OCC(=O)N1CCOCC1)c1cccc(S(=O)(=O)N2CCCc3ccccc32)c1 | 20% | 5% | -6%
Cc1ccc(NC(=O)Cn2cc(C(=O)c3ccco3)c3ccccc32)cc1C | -13% | nt | -2%
COc1ccc(NCC(=O)N/N=C2\CCCC(C)C2)cc1 (stereo not drawn) | 5% | 4% | 2%
COc1ccc(C)cc1NC(=O)c1cc(S(=O)(=O)N2CCC(C)CC2)cn1C | -11% | nt | 19%
CC1CN(C(=O)c2ccc(Cl)c(S(=O)(=O)NCc3ccco3)c2)CC(C)O1 (stereo not drawn) | 3% | nt | -2%
COc1ccc(OC)c(S(=O)(=O)NCC(c2ccco2)N2CCc3ccccc3C2)c1 (stereo not drawn) | 0% | 0% | -12%
COc1ccc(CCN2C(=O)c3[nH]nc(-c4ccccc4O)c3C2c2ccccc2)cc1OC (stereo not drawn) | -8% | ? | -1%
CC(=O)Nc1ncnc2c1c(-c1ccc(Cl)cc1)nn2C(C)(C)C | 12% | 23% | -13%
O=C(CCc1nnc2ccc(N3CCOCC3)nn12)Nc1ccc(F)cc1F | 1% | 1% | 0%
CCCS(=O)(=O)N1CCN(Cc2c[nH]c3ccccc23)CC1 | -9% | 5% | -5%
Cc1ccc(O)c(NC(=O)CCS(=O)(=O)c2nc(-c3cccs3)cc(C(F)(F)F)n2)c1 | -6% | nt | 2%

The final 7 records of the part before lead into the next.
Molecule | FEN1 inh | N370S GC | KAT2A inh
CC1CN(C(=O)c2ccc(Cl)c(S(=O)(=O)NCc3ccco3)c2)CC(C)O1 (stereo not drawn) | 3% | nt | -2%
COc1ccc(OC)c(S(=O)(=O)NCC(c2ccco2)N2CCc3ccccc3C2)c1 (stereo not drawn) | 0% | 0% | -12%
COc1ccc(CCN2C(=O)c3[nH]nc(-c4ccccc4O)c3C2c2ccccc2)cc1OC (stereo not drawn) | -8% | ? | -1%
CC(=O)Nc1ncnc2c1c(-c1ccc(Cl)cc1)nn2C(C)(C)C | 12% | 23% | -13%
O=C(CCc1nnc2ccc(N3CCOCC3)nn12)Nc1ccc(F)cc1F | 1% | 1% | 0%
CCCS(=O)(=O)N1CCN(Cc2c[nH]c3ccccc23)CC1 | -9% | 5% | -5%
Cc1ccc(O)c(NC(=O)CCS(=O)(=O)c2nc(-c3cccs3)cc(C(F)(F)F)n2)c1 | -6% | nt | 2%
O=C(CCCN1CCOC(c2ccccc2)C1)c1ccc(F)cc1 (stereo not drawn) | -10% | -14% | 3%
CCc1nnc(NC(=O)CCC(=O)N2CCN(S(=O)(=O)c3cc(Cl)ccc3OC)CC2)s1 | 3% | 3% | -6%
O=C(C1=C[C@H](c2coc3ccccc3c2=O)C[C@H](OCc2ccc(CO)cc2)O1)N1CCN(Cc2ccc3c(c2)OCO3)CC1 | 9% | -6% | 1%
O=C(NCc1cccc(Cl)c1)c1cccnc1 | -1% | 10% | 2%
O=C(Nc1ccc(Cl)c(C(F)(F)F)c1)c1ccc2c(c1)CCN2S(=O)(=O)c1ccccc1 | 4% | nt | -14%
O=S(=O)(Nc1ccc(-c2cn3ccsc3n2)cc1)c1ccc2c(c1)OCCO2 | -9% | -5% | 1%
CC(C)n1nnnc1SCC(=O)Nc1cccc(F)c1 | -1% | 5% | -4%
COCC(C)NCC(=O)NC(C)CCc1ccccc1 (stereo not drawn) | -1% | 3% | 0%
COc1ccc(NC(=O)COc2coc(CN3c4ccccc4CC3C)cc2=O)cc1 (stereo not drawn) | 3% | 0% | -15%
COC(=O)c1ccc2c(=O)n(Cc3ccc(C(=O)NCCCN4CCC(C)CC4)cc3)c(=S)[nH]c2c1 | -1% | -13% | -1%
COc1ccc(CN2CCNC(=O)C2CC(=O)NCCCn2nnc3ccccc32)cc1C (stereo not drawn) | -8% | 2% | 1%
Cc1ccc(Cn2ncc3c(N4CCN(CCc5ccccc5)CC4)ncnc32)cc1 | -1% | -4% | -8%
CC(C)CC(=O)NC(Nc1ccc([N+](=O)[O-])cc1)C(Cl)(Cl)Cl (stereo not drawn) | 11% | ? | -1%
CCOc1[nH]c(/N=C/c2ccco2)c(C#N)c1C#N | -10%&-23% | 5% | -10%
COc1ccc(OC)c(CNC(=O)CN2N=C(c3ccc(Cl)cc3)CCC2=O)c1 | -1% | nt | -1%
Cc1cc(C(=O)CN2C(=O)NC(C)(c3cccc(Br)c3)C2=O)c(C)n1Cc1ccco1 (stereo not drawn) | -15% | 3% | -11%
Cc1ccc(/C(=N\S(=O)(=O)c2ccc(Br)cc2)Nc2ccccc2C)cc1 | -6% | -21% | -7%
OC(c1ccccc1)(c1ccc(F)cc1)C(c1ccccc1)N1CCOCC1 (stereo not drawn) | -22% | 5% | -14%
S=C(Nc1ccccn1)c1ccccn1 | 0% | -6%&3% | -7%&-20%
O=C1N(Cc2ccc(F)cc2Cl)c2ccccc2C12OCCCO2 | -7% | 12% | -6%
CCOC(=O)c1cc(CC)sc1NC(=O)c1ccc2c(c1)OCCO2 | ? | 16% | -6%
Cc1c(/C=N\NC(=O)C2COc3ccc(C(C)(C)C)cc3O2)c2ccccc2n1C (stereo not drawn) | -22% | 28% | -12%
CCCCON1C(=O)c2cccc3cccc(c23)C1=O | 2% | 3% | -17%
COc1ccc2cc(CN(C(=O)Nc3ccccc3)C3CCCC3)c(=O)[nH]c2c1 | 11% | -3% | -5%
CCc1cc(=O)oc2cc(OCC(=O)NCCCn3ccnc3)ccc12 | 15% | -6% | -2%

Quoted from the listing:
COc1ccc(CN2CCNC(=O)C2CC(=O)NCCCn2nnc3ccccc32)cc1C (stereo not drawn) in KAT2A inh: 1%
COc1ccc(NC(=O)COc2coc(CN3c4ccccc4CC3C)cc2=O)cc1 (stereo not drawn) in KAT2A inh: -15%

(list continues)
Molecule | FEN1 inh | N370S GC | KAT2A inh
O=C(NNc1nc2cc3c(cc2s1)OCCO3)c1ccc(F)cc1 | 10% | -3% | 3%
O=C(N/N=C/c1ccco1)c1[nH]ncc1Br | nt | 7% | -7%
CC(=O)NC12CC3CC(C1)CC(C(=O)OCC(=O)c1cc(C)n(C)c1C)(C3)C2 | -7% | nt | -5%
O=S(Cc1ccc(Br)cc1)Cc1nnc(SCc2ccc(Cl)cc2)n1-c1ccccc1 (stereo not drawn) | -4% | 10% | -4%
COC(=O)CSc1cc(C(F)(F)F)nc(-c2ccccn2)n1 | -1% | 4% | 0%
Cc1ccc(SC(c2ccc(C)cc2)C(Cn2cncn2)C(=O)c2ccccc2)cc1 (stereo not drawn) | 0% | nt | 3%
Cc1cccc(NC(=O)Cn2c(/C=C/c3ccccc3)nc3ccccc32)c1 | 5% | 10% | 1%
Cc1cccc(C2NS(=O)(=O)N=C2N)c1 (stereo not drawn) | -9% | 1% | -2%[0.501 µM]
NC(=O)NC(CC(=O)OCC(=O)NC(=O)NCc1ccco1)c1ccc(Cl)cc1 (stereo not drawn) | 6% | -3% | 2%
CC12CCC(C(=O)N(c3ccccc3Cl)C1=O)C2(C)C (stereo not drawn) | 2% | 12% | -6%
CN(CC(=O)Nc1ccc(Cl)cc1F)C1=NS(=O)(=O)c2ccccc21 | -2% | nt | -7%
COc1ccc(C)cc1NC(=O)c1ccc(NS(=O)(=O)c2c(C)noc2C)cc1 | -20%&-5% | -4% | -10%&-10%
COc1ccccc1NC(=O)Oc1ccc(NC(=O)c2ccco2)cc1 | -3% | 21% | -4%
CCC(C)[C@H](NS(=O)(=O)c1ccc(C)cc1)C(=O)N1CCC(C(=O)N[C@@H](Cc2ccccc2)C(=O)O)CC1 (stereo partly drawn) | -1% | 8% | 1%
O=c1c2ccccc2n2c(-c3cccc(F)c3)nnc2n1Cc1ccccc1 | -6%&2% | 7% | -7%&-6%
COc1ccc(NS(=O)(=O)c2cn(C)cn2)c(OC)c1 | 19% | 0% | -2%
CCOc1ccccc1C1NC(=O)NC(C)=C1C(=O)OC1CCCC1C (stereo not drawn) | 2% | -14% | 1%
